ADAM10 inh: ADAM10 inhibition, QFRET primary screen | 370,000 compounds, 0.62% hits | O14672 | recombinant ADAM10, EDANS/DABCYL FRET peptide cleavage, 3 h | inhibition, % at 7 µM | AID 720582;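 active = inhibition above a per-campaign cutoff equal to the mean of compounds falling between control-based bounds plus 3 SD, cut at about 20% in these data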;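 also: 0% = DMSO wells while the 100% control is not disclosed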
Target sequence (O14672 214-748 limits assumed): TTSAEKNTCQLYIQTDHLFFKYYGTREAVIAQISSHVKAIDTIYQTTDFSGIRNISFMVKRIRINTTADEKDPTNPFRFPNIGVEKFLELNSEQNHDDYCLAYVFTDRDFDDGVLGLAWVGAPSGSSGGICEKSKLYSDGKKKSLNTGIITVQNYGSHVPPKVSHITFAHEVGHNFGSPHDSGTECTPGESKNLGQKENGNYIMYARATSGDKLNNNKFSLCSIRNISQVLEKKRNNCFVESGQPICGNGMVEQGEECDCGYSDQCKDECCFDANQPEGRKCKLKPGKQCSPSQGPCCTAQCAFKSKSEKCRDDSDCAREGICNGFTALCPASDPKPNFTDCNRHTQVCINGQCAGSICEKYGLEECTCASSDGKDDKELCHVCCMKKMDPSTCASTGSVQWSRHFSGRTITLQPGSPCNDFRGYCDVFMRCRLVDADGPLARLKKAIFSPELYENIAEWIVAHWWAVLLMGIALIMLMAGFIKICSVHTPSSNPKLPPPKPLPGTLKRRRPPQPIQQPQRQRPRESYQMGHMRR
GC-B act: GC-B (human) receptor activation; HEK293-GC-B cells, CNP EC30, cGMP TR-FRET; 0% at EC30 CNP, 100% saturating CNP; AID 1920062; 370,000 compounds, 0.11% hits; activation, % at 10 µM;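 active = activation at 10 µM reaching about 35% in either raw or pattern-adjusted values, limit read from the data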
Tn6 DDE FP: inhibitors of Tn6 peptide binding to human fibrin DD(E). Fibrin DD(E) TRITC-Tn6 fluorescence polarization displacement. inhibition, % at 8.3 µM. 370,000 compounds, 0.21% hits. AID 720509;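 active = inhibition above a per-campaign cutoff: mean of compounds within control limits plus 3 SD, cut at about 15% in these data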;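 also: 0% = median of all compound wells on the plate and 100% = blocking peptide control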
Target sequence (P02675 whole entry, looked up): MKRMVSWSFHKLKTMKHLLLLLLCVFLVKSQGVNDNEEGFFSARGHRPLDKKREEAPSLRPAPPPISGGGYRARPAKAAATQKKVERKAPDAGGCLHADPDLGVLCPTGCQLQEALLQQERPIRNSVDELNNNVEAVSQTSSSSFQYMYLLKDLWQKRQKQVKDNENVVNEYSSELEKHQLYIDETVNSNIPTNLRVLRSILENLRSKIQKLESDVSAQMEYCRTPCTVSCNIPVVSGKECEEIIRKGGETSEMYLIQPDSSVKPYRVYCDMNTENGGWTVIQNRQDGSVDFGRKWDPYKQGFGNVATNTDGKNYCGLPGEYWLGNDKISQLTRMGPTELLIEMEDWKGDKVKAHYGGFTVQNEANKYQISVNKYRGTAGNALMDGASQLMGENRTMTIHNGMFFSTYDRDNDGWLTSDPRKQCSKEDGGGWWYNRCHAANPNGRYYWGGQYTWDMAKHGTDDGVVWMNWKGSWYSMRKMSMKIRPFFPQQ
NPR1 activator: GC-A (human) enzyme activation. AID 1671463. 370,000 compounds, 0.14% hits. activation, % at 10 µM. HEK293 GC-A cells, cGMP TR-FRET, EC30 ANP; 0% at EC30 ANP, 100% saturating ANP; in the data active = activation above about 40%
sPLA2-III inh: Blocks human group III sPLA2 activity | QFRET BODIPY PC-A2 liposome hydrolysis, fluorescence | inhibition, % at 12.2 µM | 370,000 compounds, 0.56% hits | AID 743126;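 active = inhibition above mean plus 3 SD of compounds lying within the high and low control bounds, cut at about 19% in these data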;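 also: 0% = median of test compound wells and 100% = no enzyme DMSO wells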
FXN GAA850 act: activators of GAA850 frataxin (FXN) promoter; HEK293 lucGAA850 FXN promoter luciferase reporter, 24 h; percent of 10 µM SAHA response; activation, % at 6 µM; 360,000 compounds, 0.56% hits; AID 540364;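 active = activation above the average of all compounds screened plus 3 SD, cutoff fixed separately per campaign, cut at about 7.5% in these data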;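 also: 0% = DMSO wells and 100% = 10 µM SAHA wells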
ASAP1 inh: ASAP1 ArfGAP inhibition. Q9ULH1. inhibition, % at 16.5 µM. 360,000 compounds, 0.19% hits. AID 624377. ASAP1-stimulated ARF1 GTP hydrolysis, GDP FP detection; in the data active = inhibition above about 25%;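 also: 0% = vehicle with enzyme and substrate and 100% = no enzyme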
ARFGAP1 inhibitor: rat ARFGAP1 inhibition | Q62848 | Arfgap1-stimulated ARF1 GTP hydrolysis, GDP FP detection | 360,000 compounds, 0.26% hits | AID 651572 | inhibition, % at 16.5 µM;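 active = inhibition above a per-plate limit, mean inhibition of low control wells plus 3 SD, cut at about 25% in these data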;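 also: 0% = DMSO wells with enzyme and 100% = wells lacking Arfgap1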
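Material – truncated rat Arfgap1 GAP domain · Buffer or medium – HEPES-based buffer, pH 7.5 · Reagent – human ARF1(Δ1-17)-GTP substrate · Dosing – 16.5 µM single point, 1.26% DMSO · Schedule – GTP hydrolysis reaction 2 h at 25 °C · Technique – GDP detection by fluorescence polarization · Benchmarks – No-Arfgap1 wells (100%) versus DMSO full-reaction wells (0%) · Repeats – single replicate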
proKLK7 act: activators of human kallikrein-7 zymogen. P49862. purified proKLK7, EDANS-DABCYL substrate fluorescence; 100% is mature enzyme control, 0% vehicle. activation, % at 7 µM. 370,000 compounds, 0.9% hits. AID 652039;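 active = activation above the mean of all tested compounds plus 3 SD, computed per campaign excluding outliers beyond control limits, cut at about 13% in these data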
rCAG binder: molecules binding r(CAG) RNA repeats; inhibition, % at 3 µM; AID 651821; r(CAG) RNA repeat, TO-PRO-1 dye displacement fluorescence; 370,000 compounds, 1.3% hits;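 active = inhibition above the plate cutoff, the mean of all test compounds on that plate plus 3 SD, cut at about 35% in these data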;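 also: 0% = DMSO alone and 100% = 100 µM mitoxantrone as full dye displacement; higher means more dye released from RNA so lower well fluorescence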
* = called active by the depositor; i = inactive; . = not tested or not shown; & = joins results of further samples.

SMILES	ADAM10 inh	GC-B act	Tn6 DDE FP	NPR1 activator	sPLA2-III inh	FXN GAA850 act	ASAP1 inh	ARFGAP1 inhibitor	proKLK7 act	rCAG binder
Cc1ccc(CNc2nc(Cl)c(C#N)s2)cc1	0.9	-9.3	-4.8	-3.5	-3.4	6.2	10.1	3.4	0.1	0.8
C=CCNC(=O)CN1CCC(n2c(C)nc3cc(C(F)(F)F)ccc32)CC1	11.8	0.1	-3.0	-3.4	-0.4	1.1	4.0	5.0	0.3	-6.4
CN(C)/C=N/c1cc(=O)n(C)c(=O)n1Cc1ccccc1	6.0	2.4	2.2	1.9	4.2	-1.3	2.5	-1.4	0.5	-1.6
Cn1cnc(S(=O)(=O)N2CCCCC2c2cc(C(=O)Nc3cccc4c3CCCC4)no2)c1 (stereo not drawn)	6.6	2.0	0.3	5.2	-6.0	0.6	-4.6	3.4	-0.2	5.1
COc1ccc(NS(=O)(=O)c2ccc3c(c2)NC(=O)CCS3)cc1Cl	-4.2	3.6	-4.4	0.9	-10.0	-3.2	6.7	8.3	0.3	7.4
COc1ccc(C(CNC(=O)COc2ccc(F)cc2Cl)N2CCOCC2)cc1 (stereo not drawn)	-4.8	-2.5	6.5	-4.6	-7.8	1.5	6.8	9.0	-0.4	-5.4
Cc1ccc(-c2c[n+](CC(=O)c3ccc(Br)cc3)c3n2CCCCC3)cc1	13.7	3.6	-2.5	-2.0	-46.0	0.9	2.6	-1.8	0.0	6.5
CC(C)(O)C#Cc1ccc(C(=O)NCc2ccccc2F)cc1	8.3	2.7	-9.4	-1.3	9.0	0.1	0.8	-4.3	-0.4	0.8
Cc1cc(NC(=O)CCC(=O)N(c2ccccc2)C(C(=O)NC2CCCC2)c2ccncc2)no1 (stereo not drawn)	7.7	-4.1	0.8	-7.7	-1.2	-1.0	5.4	2.8	0.0	-5.9
Cc1ccccc1COc1ccc(/C=N/NC(=O)c2nnn(-c3nonc3N)c2CN2CCC(C)CC2)cc1	9.5	2.5	1.1	-2.2	-19.7	0.4	6.4	1.8	-2.0	10.9
Cc1ccc(OCc2cc(C(=O)NC3CCCCC3)no2)cn1	-0.1	5.4	1.0	-0.5	0.2	-1.4	0.2	11.9	-0.3	-2.9
CCOC(=O)N1CCN(C(=O)CSc2nc3c([nH]c4ccccc43)c(=O)n2CCOC)CC1	-13.2	1.1	0.2	0.5	3.0	-0.9	7.7	-3.3	-0.5	-8.3
COc1ccc(C(=O)N2[C@@H](C(C)C)COc3cc(Br)ccc3S2(=O)=O)cc1	8.6	5.1	-2.6	-4.5	3.6	-2.8	2.0	-5.2	-0.3	4.3
CC(=O)c1sc(NCCOc2ccc(C)cc2)nc1C	6.7	-5.8	-0.4	2.0	0.3	4.9	3.3	-4.0	-0.5	-4.3
Cc1cccc(N(C(=O)c2csnn2)C(C(=O)NC(C)(C)C)c2cccnc2)c1 (stereo not drawn)	1.7	-0.6	-7.5	-4.0	-1.0	0.6	1.8	10.4	0.1	-5.2
O=C1NN(c2ccccc2)C(=O)/C1=C\c1ccccc1OCC(=O)N1CCOCC1	2.8	0.7	-4.7	1.8	-1.0	-0.9	-13.7	-6.7	0.5	19.9
Cc1ccc(NC2=C(Cl)C(=O)N(C3CCCCC3)C2=O)cc1	-0.5	-4.0	3.9	1.1	-2.2	1.4	-4.1	-6.4	-0.2	-1.2
COc1ccc(N2C(=O)CC(N3CCN(C4CCc5ccccc5C4)CC3)C2=O)cc1 (stereo not drawn)	-4.4	-0.3	-1.4	1.2	-3.8	0.9	3.7	5.6	0.3	-6.9
CC(C)/C(C=O)=C(/NC1CCCCC1)c1ccccc1	-2.4	1.8	1.0	-4.3	-5.5	0.9	3.5	0.9	-0.2	-7.5
Cc1cccc(N(C(=O)c2sc(C)nc2C)C(C(=O)NCC2CCCO2)c2ccccc2)c1 (stereo not drawn)	-7.1	0.1	4.7	-0.2	0.7	1.1	-6.8	-2.6	-0.4	-4.3
COc1ccc(NC(=O)N(C)C[C@@H]2OCCCC[C@@H](C)Oc3ccc(NC(=O)NC4CCCCC4)cc3C(=O)N([C@H](C)CO)C[C@@H]2C)cc1	2.5	0.2	-1.6	-0.4	-20.4	.	-0.3	-0.6	0.7	10.0
O=C(COC(=O)c1c(F)cccc1Cl)NC1CCCC1	-10.8	-0.4	-7.3	4.6	9.5	5.3	0.4	10.9	-0.3	0.8
CCOc1cc(N2CCOCC2)c(OCC)cc1NC(=O)c1c(C)noc1C	-0.3	1.7	-1.6	-0.2	4.3	-1.8	-6.5	1.7	-0.1	-6.7
Cc1ccc(/C=N/N=C/c2ccc(C)s2)s1	13.4	0.2	-4.2	3.5	-4.3	2.8	11.0	-4.8	-1.2	0.1
COc1ccccc1C(=O)NCC(=O)N1CCN(S(=O)(=O)c2ccccc2C(F)(F)F)CC1	0.8	-4.6	0.0	-1.9	2.6	0.3	-2.1	14.2	-0.5	-0.6
(list continues)
SMILES	ADAM10 inh	GC-B act	Tn6 DDE FP	NPR1 activator	sPLA2-III inh	FXN GAA850 act	ASAP1 inh	ARFGAP1 inhibitor	proKLK7 act	rCAG binder
O=C(O)Cc1ccc(NC(=O)c2ccc3c(c2)C(=O)N(Cc2ccccc2)C3=O)cc1	-5.0	-0.9	0.4	-1.4	1.6	-0.4	-0.1	-4.3	-0.6	21.7
c1ccc(-c2csc(NNC3=NCCCCC3)n2)cc1	19.6	-4.3	-5.8	-2.9	6.3	3.5	-0.1	11.8	-1.2	3.7
O=[N+]([O-])c1ccc(Cl)c(-c2ccc(/C=N/n3cnnc3)o2)c1	3.9	-12.9	5.0	-7.2	0.6	4.3	5.4	6.4	0.3	1.6
Cc1ccc([N+](=O)[O-])cc1S(=O)(=O)NCCc1c(C)[nH]c2c(C)cccc12	-4.2	-6.7	-1.3	-1.6	-40.4	3.6	3.2	1.7	0.2	15.4
O=C(N/N=C/c1ccccc1)c1cc[n+]([O-])cc1	-2.1	4.9	7.3	2.5	1.2	1.6	6.8	-0.7	-0.1	1.6
COC(C[C@@H](O)C[C@@H](O)COCc1ccccc1)OC	3.6	3.1	-5.8	0.7	-4.2	0.0	-10.8	-1.7	0.3	-0.5
Cc1ccc(C)c(NC(=O)CN(C)C(=O)C2CCN(S(=O)(=O)c3ccc4c(c3)OCCO4)CC2)c1	6.7	1.7	5.4	2.8	-2.7	2.0	-4.4	1.0	-0.1	1.4
Cc1cccnc1NC(=S)NC(=O)c1oc2ccccc2c1C	-54.5	-3.9	-7.5	-7.8	6.1	3.3	-0.1	1.4	4.8	3.8
O=C(CN1C(=O)NC2(CCCC2)C1=O)NCCc1ccccc1	-16.0	2.1	-4.3	0.7	9.7	1.2	-2.9	20.1	0.4	-0.3
COCc1cc(=O)n2c([nH]c3ccccc32)c1C#N	i	-0.7	1.0	3.5	0.8	5.4	-8.1	-2.6	11.6	4.7
COC(=O)c1ccccc1NS(C)(=O)=O	0.7	-0.3	6.2	1.1	8.7	-0.6	6.0	-3.3	-0.5	2.5
CC(C)n1nnnc1C1c2ccccc2C(=O)N1Cc1cccnc1 (stereo not drawn)	1.5	0.4	2.1	0.8	7.1	.	0.8	2.3	-0.1	1.9
COc1ccc(/C=N/NC(=O)c2nc(Cl)c(Cl)c(N)c2Cl)cc1COc1ccc(F)cc1F	-1.7	5.3	9.8	-3.0	-2.5	2.9	8.5	4.6	-328.0	5.6
CCOc1ccc(CCNC(=O)c2cc3sccc3n2C)cc1OCC	-0.3	1.5	-5.7	-1.8	-13.4	-2.0	-6.7	-13.4	0.2	-4.4
O=C(NCc1ccccc1F)C1CCN(C(=O)Nc2ccc(F)cc2)CC1	5.8	2.1	0.6	0.1	2.0	1.0	3.2	5.4	1.1	-0.6
Cc1cc(C)c(N(C(=O)CN2C(=O)c3ccccc3S2(=O)=O)C(C(=O)NCC2CCCO2)c2ccc(F)cc2)c(C)c1 (stereo not drawn)	5.5	-6.1	2.5	-6.6	-30.4	-4.4	11.0	-3.6	0.7	2.1
COc1ccccc1N1CCN(C(=S)Nc2ccccc2)CC1	2.3&5.8	1.7&-0.6	-2.1&-0.3	3.7&3.5	4.8&7.1	1.1	7.9&1.2	5.2&6.2	-0.4&0.2	-2.3&4.4
Cc1nn(C)cc1NC(=O)CCSc1nc(-c2ccco2)cc(C(F)(F)F)n1	12.3	5.2	8.0	3.8	-3.5	-3.9	9.7	3.0	0.5	-0.4
O=C(CN1CCN(S(=O)(=O)c2ccc(Cl)s2)CC1)N1CCCCC1	-12.6	3.0	0.7	2.9	0.6	3.4	-18.2	0.2	0.0	-0.3
c1ccc(Oc2nc(NCc3ccco3)nc(NCc3ccco3)n2)cc1	2.9	0.7	-6.1	4.7	-12.2	3.4	-3.8	-0.1	-0.1	-0.3
CCN(CC)C(=O)C12CC3CC(CC(Cl)(C3)C1)C2	7.2	-0.2	5.5	3.4	4.8	0.0	-10.1	-3.4	0.4	-3.5
CC(C)COc1ccc(-c2nnc(-c3ccncc3)o2)cc1	-12.2	-5.8	-1.6	-4.2	1.6	5.3	22.3	5.1	-0.2	-5.2
Cc1cc(C(=O)COC(=O)Cn2c(C(F)(F)F)nc3ccccc32)c(C)n1Cc1ccco1	4.3	2.9	-2.7	-2.4	2.4	-1.0	-4.2	13.8	0.1	-2.8
Cc1ccc(OCC(=O)NNC(=O)C2CCN(c3nc(C)cc(C)n3)CC2)cc1	1.7	1.9	-4.5	0.4	-1.1	1.9	5.3	-7.6	-8.2	-2.0
CC(C)(C)NC(=O)/C=C/c1ccc(C(F)(F)F)cc1	-1.3	6.9	-1.4	4.7	-3.1	1.6	-1.9	4.5	-0.1	-7.2
(next part)
SMILES	ADAM10 inh	GC-B act	Tn6 DDE FP	NPR1 activator	sPLA2-III inh	FXN GAA850 act	ASAP1 inh	ARFGAP1 inhibitor	proKLK7 act	rCAG binder
CCN(c1ccccc1)S(=O)(=O)c1ccc(C(=O)Nc2nccs2)cc1	0.6	-2.1	13.1	-8.0	5.0	0.9	2.8	14.8	-0.4	-0.7
CCN=C1S/C(=C/c2ccc(-c3ccc(Cl)cc3C(=O)O)o2)C(=O)N1CC	0.8	3.9	4.4	5.8	-9.2	4.1	6.7	4.9	1.1	55.4*
CCOC(=O)c1c(N)sc(C(=O)N2CCCCC2)c1C	-4.7	4.8	-2.7	7.8	-2.8	-0.8	-8.0	-3.9	-0.2	-2.1
CCOc1cc(C(=O)OCC(=O)N(C)c2ccccc2)cc(OCC)c1OCC	9.5	-5.3	3.2	0.6	8.2	0.8	-4.5	-2.0	-0.1	-2.1
Cc1nn(CC(=O)N/N=C/c2cccs2)c(C)c1[N+](=O)[O-]	1.4	1.0	-3.1	0.6	-0.4	0.6	-15.6	8.1	-0.3	0.1
C[C@@H]1CN([C@@H](C)CO)C(=O)c2cc(N(C)C)ccc2O[C@@H]1CN(C)Cc1ccncc1	-24.4	8.1	-2.7	-0.8	7.9	2.9	-8.8	1.4	0.9	-6.0

As entered above.
For ADAM10 inh, Cc1nn(CC(=O)N/N=C/c2cccs2)c(C)c1[N+](=O)[O-] has the entry 1.4
For sPLA2-III inh, CCOC(=O)c1c(N)sc(C(=O)N2CCCCC2)c1C has the entry -2.8
